# High-throughput results from PubChem BioAssay.
# N370S GC = inhibits or activates N370S mutant glucocerebrosidase. hit rate 0.092% among 330,000. P04062. Potency, µM (highest dose often 59.4 µM), for the others: top-dose activity change, negative = inhibition, most hits filed as inhibitors. N370S GC spleen homogenate, 4MU-glucoside fluorescence;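 also: 0% = full enzyme activity and -100% = no enzyme basal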
# FEN1 inh = blocks human flap endonuclease 1. Recombinant FEN1 flap cleavage, fluorescence, 15 min. P39748. Potency, µM (doses to about 114 µM), for the others: at the top dose activity change, negative = inhibition, hits mostly inhibitors. hit rate 0.35% among 390,000. AID 588795; also: nearly all actives have a fitted effect of over 65% in size
# Target sequence (P39748 whole entry, looked up): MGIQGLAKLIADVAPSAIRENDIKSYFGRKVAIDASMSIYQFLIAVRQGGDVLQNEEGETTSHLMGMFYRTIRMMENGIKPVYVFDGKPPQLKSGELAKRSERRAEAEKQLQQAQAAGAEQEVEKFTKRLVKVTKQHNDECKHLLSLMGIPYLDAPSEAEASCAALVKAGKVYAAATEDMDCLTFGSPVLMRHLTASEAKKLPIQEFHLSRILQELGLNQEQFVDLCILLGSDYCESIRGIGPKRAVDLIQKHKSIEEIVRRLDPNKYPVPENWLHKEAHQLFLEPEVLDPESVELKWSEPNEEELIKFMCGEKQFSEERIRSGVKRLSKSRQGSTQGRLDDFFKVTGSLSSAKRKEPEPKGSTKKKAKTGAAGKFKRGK
#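 Concentration–response screening of FEN1 (10 nM): 15 min compound preincubation at room temperature, reaction started with 50 nM substrate and read at 0 and 15 min. Corrected, normalized data were fitted by a four-parameter Hill equation.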
# TDP1 cell CPT = growth inhibition of DT40 Tdp1-/-;hTDP1 cells with camptothecin (screen for TDP1 inhibitors). chicken DT40 Tdp1-/-;hTDP1 cells + 20 nM CPT, ATP luminescence, 48 h. Potency, µM (titrated, usually from 46.2 µM), for the others: at the highest dose activity change, negative = growth inhibition, actives largely listed as inhibitors. hit rate 12% among 420,000. AID 686979; also: nearly all actives have a fitted effect of over 55% in size
#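 Chicken DT40 Tdp1-/- cells stably complemented with human TDP1 were seeded at 400 cells/well in medium containing 20 nM camptothecin, exposed to pin-transferred compounds, and grown at 37 °C for at least 48 hr. Viability was read as ATP luminescence.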
# The depositor's hits bear a star; ? = inconclusive; / = no result given; & = joins results of further samples. Calls follow the shape of the dose curve; as a rule, active = well fitted curve in the direction sought with a large enough effect; inconclusive = small, poorly fitted or top-dose-only effect, or another doubt; inactive = no such curve, though single readings can be large; an effect the other way counts as inactive or inconclusive. Unless noted, % is scaled to controls: 0 for no effect and ±100 for the full control effect; potency is read from the fitted curve at half-maximal effect. Only part of the results is shown; count on the stated rates, not on these rows.
SMILES,N370S GC,FEN1 inh,TDP1 cell CPT
CN(CC(=O)Nc1cccc(F)c1)C(=O)c1ccncc1,2%,4%,8%
Cc1nnc(NC(=O)CSc2nnc(-c3ccco3)o2)s1,4%,2%,-2%
COc1cc(/C=C2\SC(=Nc3ccccc3OC)NC2=O)ccc1O,-9%,?,?
CCOc1ccc(NC(=O)Nc2ccc3snnc3c2)cc1,/,-4%,?
COc1cc(/C=N/NC(=O)CNC(=O)c2ccncc2)ccc1O,-5%,-6%,7%
COc1ccc(N2CCN(C(c3ccco3)c3sc4nc(C)nn4c3O)CC2)cc1 (stereo unspecified),1%,-14%,2%
CN(C)c1ccc(CN(Cc2ccco2)C(=O)c2ccc(C(C)(C)C)cc2)cc1,/,-17%,16µM*
CN(C)S(=O)(=O)c1cccc(NC(=S)NNC(=O)c2cc3ccccc3cc2O)c1,/,-14%,?
COc1ccc(OC)c(NC(=O)c2cccc(NC(=O)c3ccccc3)c2)c1,-3%,-12%,?
CCOc1cccc2cc(-c3cn4c(n3)sc3ccccc34)c(=O)oc12,/,-2%,-3%
O=C(N/N=C\C=C\c1ccco1)C1COc2ccccc2O1 (stereo unspecified),0%,9%,2.6µM*
CC(C)NC(=O)C1(O)c2ccccc2NC(=O)N1c1ccc(Cl)c(Cl)c1 (stereo unspecified),11%,-2%,-15%
COc1ccc(C2C(C(=O)Nc3cc(OC)c(OC)c(OC)c3)c3ccccc3C(=O)N2C)cc1 (stereo unspecified),-3%,-2%,1.5µM*
CC(C)C[C@H](N)c1cn([C@@H](Cc2cc3ccccc3[nH]2)C(=O)N2CCNCC2)nn1,-6%,-20%,3%
O=C(Nc1nonc1NC(=O)C1CCCCC1)C1CCCCC1,-1%,-1%,-23%
COc1ccccc1/C=C1\SC(=S)N(C(C(=O)O)c2ccccc2)C1=O (stereo unspecified),11%,-8%,6%
Cc1ccc(NC(=O)CSc2nc3c([nH]c4ccccc43)c(=O)n2C)cc1,?,2%,13µM*
CC/C(C)=N/Nc1nc2c(c(=O)[nH]c(=O)n2C)n1CCc1ccccc1,-6%,-10%,?
CN(C)c1ccc(/C=N/Nc2ccc(-n3ccnc3)nn2)cc1,-4%,-9%,?
CCN1CCN(c2ccc(NC(=O)COc3ccccc3Cl)cc2)CC1,-7%,4%,?
COc1cc(Cl)c(C)cc1NC(=O)CCc1c(C)nc2cc(-c3cccc(F)c3)nn2c1C,/,-5%,2%
CCc1ccc(OCC(=O)NCC(c2ccc(Cl)cc2)N2CCCCC2)cc1 (stereo unspecified),-25%,?,?
CCOC(=O)c1ccc(NC(=O)Cn2cc(C(=O)C3CC3)c3ccccc32)cc1,/,2%,?
CCCCn1nnnc1SCC(=O)NCc1ccccc1,3%,-4%,-10%
Cc1ccc(C(=O)Nc2cc(Cl)ccc2Oc2ccccc2)cc1[N+](=O)[O-],12%,1%,?
SMILES,N370S GC,FEN1 inh,TDP1 cell CPT
COCCN1C(=O)N(C)[C@@H](c2ccccc2)C(C(C)=O)=C1C,?,-9%,-7%
O=C(CSCc1ccccc1Cl)NNC(=O)c1ccccc1,-2%,2%,-23%
CSc1ccc(C2c3[nH]c4ccccc4c3CCN2C(=O)CCC2CCCC2)cc1 (stereo unspecified),/,-1%,?
COc1ccc(/C=C/C(=O)NCc2ccc(F)cc2)cc1S(=O)(=O)N1CCOCC1,15%,-8%,-2%
Cc1ccccc1CSc1nnc(C)c(=O)n1N,1%,8%,2%
Cc1c(Cl)c([N+](=O)[O-])nn1CCCC(=O)Nc1sc2c(c1C#N)CCC2,-19%,-22%,-22%
O=C(Nc1ccccc1Cl)C(Cl)C(=O)c1ccccc1 (stereo unspecified),-4%,-8%,15µM*
CC(C)N(C(=O)CSc1nnc(CSc2ncccn2)n1C)C(C)C,2%,16%,5%
CC(C)n1c(SCC(=O)Nc2ccccc2N2CCOCC2)nc2c1c(=O)n(C)c(=O)n2C,7%,?,-8%
Cc1ccc(C(=O)NC(=S)N2CCN(C(=O)OC(C)(C)C)CC2)cc1Br,-1%,-10%,18µM*
Cc1ccc(C)c(S(=O)(=O)c2nnn3c2nc(NC2CCCCC2)c2sccc23)c1,/,-22%,?
CCSc1nc2c(c(=O)[nH]c(=O)n2C)n1C,3%,-12%,-20%
Cc1ccc(C(=O)N2C(=O)c3cccc(N)c3C2=O)o1,0%,-2%,1%
COc1ccc(-c2cc(C(F)(F)F)nc(S(C)(=O)=O)n2)cc1OC,0%,3%,2.1µM*
COc1ccccc1C(=O)Nc1ccnn1C1CCN(CCCc2ccccc2)CC1,-4%,-5%,?
Cc1ccc(CC(=O)Nc2cccc(C#N)c2)cc1,-1%,-3%,-23%
COc1ccc(-c2cn(Cc3ccc4ccccc4c3)nn2)cc1,-3%,17%&-4%,?
Cc1ccc(-n2nc(CO)c(C(=O)NCC(c3ccccc3)c3ccccc3)n2)cc1,/,-1%,?
O=C(CSc1nc(-c2ccco2)cc(C(F)(F)F)n1)N1CCSCC1,14%,-7%,?
COc1ccc(C(=O)COC(=O)CNC(=O)c2cccs2)cc1Br,-3%,2%,7%
CC(C)CCNC(=O)C1CC2Cn3c(nc4cc(Cl)c(Cl)cc43)C2N1C (stereo unspecified),/,-5%,?
Cc1ccccc1NCCC(=O)Nc1ccc(F)cc1,-3%,-2%,-17%
Cc1cccc2cc(CNCC3CCCO3)c(Cl)nc12 (stereo unspecified),4%,-2%,7%
CCCOC(=O)Nc1ccc(N2CCCCC2)cc1,4%,-7%,-12%
COc1ccc(Cn2c(C)c(C)c(C#N)c2NC(=O)Nc2ccc(Cl)cc2)cc1,-1%,2%,-7%
SMILES,N370S GC,FEN1 inh,TDP1 cell CPT
O=C(Nc1cc(S(=O)(=O)N2CCOCC2)ccc1Cl)c1cc([N+](=O)[O-])ccc1Cl,/,8%,?
C/C(=N/OCO/N=C(/C)c1ccc(F)cc1)c1ccc(F)cc1,16%,-2%,-12%
Clc1cccc(N2CCN(Cc3nc(-c4ccccc4)no3)CC2)c1,1%,-16%,12%
C[C@H](NS(=O)(=O)c1ccc(F)cc1)C(=O)OCC(=O)c1c(N)n(C)c(=O)n(C)c1=O,/,-11%,-6%
Cc1c(C(=O)N2CCC(n3nccc3NC(=O)C3CC3)CC2)[nH]c2ccc(Cl)cc12,-19%,-16%,?
COc1ccccc1N1CCN(C(=O)c2cc(-c3ccccc3O)on2)CC1,-6%,-2%&-10%,21µM*
CC(=O)Oc1ccc(-c2cccc(C(=O)OCC(=O)Nc3ccccc3Oc3ccccc3)c2)cc1,4%,-2%,-27%
CCOC(=O)CNC(=O)CN1C(=O)CCSc2ccccc21,-2%,1%,-7%
OCl,-7%,/,-2%
CNC(=S)N1N=C(c2ccc(C)cc2)CC1c1ccc(OC)c(OC)c1 (stereo unspecified),13%,0%,?
O=C(CCc1nc2ccccc2s1)OCc1ccccc1F,2%,0%,-13%
CCN(CC)S(=O)(=O)c1ccc(NN=c2c(=O)c3ccccc3c2=O)cc1,-4%,6%,-12%
CS(=O)(=O)N(CC(=O)N1CCN(c2ccccc2)CC1)c1cc(C(F)(F)F)ccc1Cl,-7%,8%,?
COc1ccc(-c2nc3cnc(OC)nc3n(C)c2=O)cc1,6%,/,-2%
CNC(C)C#Cc1c(-c2cc(OC)c(OC)c(OC)c2)noc1C (stereo unspecified),1%,-9%&-21%,?
CC(OC(=O)c1ccc([N+](=O)[O-])cc1)C(=O)NCC1CCCCC1 (stereo unspecified),/,-1%,?
O=C(NCc1ccc(Cl)cc1)C1CC(O)CN1S(=O)(=O)c1ccc(Cl)cc1 (stereo unspecified),-7%,-1%,-30%
COc1ccc2oc(=O)c(-c3nnc(NCc4ccco4)s3)cc2c1,0%,?,5.8µM*
COc1cccc(NC(=O)CSc2nnc(NC(=O)C3CCC3)s2)c1,-4%,-12%,-9%
O=C(Nc1sc2c(c1C(=O)NCC1CCCO1)CCC2)c1cc(=O)c2cc(Cl)ccc2o1 (stereo unspecified),/,-3%,9%
COc1ccc(C(C)C)cc1S(=O)(=O)Nc1ccccn1,5%,-5%,3%
CCCSc1nc(N)nc2c1ncn2C1OC(CO)C(O)C1O (stereo unspecified),/,12%,-9%
CCOC(=O)NNC(=O)c1ccc(Cl)cc1,-24%,2%,6%
Cc1ccc(C)n1-c1cc(S(=O)(=O)N2CCOCC2)ccc1N1CCCC1,-16%,-7%,21µM*
COc1cc(CN(C)c2ccc(S(=O)(=O)N3CCCC3)cn2)ccc1OC(F)F,-10%,5%,?

# Overlap with the part before: seven entries; new compounds follow.
SMILES,N370S GC,FEN1 inh,TDP1 cell CPT
COc1cccc(NC(=O)CSc2nnc(NC(=O)C3CCC3)s2)c1,-4%,-12%,-9%
O=C(Nc1sc2c(c1C(=O)NCC1CCCO1)CCC2)c1cc(=O)c2cc(Cl)ccc2o1 (stereo unspecified),/,-3%,9%
COc1ccc(C(C)C)cc1S(=O)(=O)Nc1ccccn1,5%,-5%,3%
CCCSc1nc(N)nc2c1ncn2C1OC(CO)C(O)C1O (stereo unspecified),/,12%,-9%
CCOC(=O)NNC(=O)c1ccc(Cl)cc1,-24%,2%,6%
Cc1ccc(C)n1-c1cc(S(=O)(=O)N2CCOCC2)ccc1N1CCCC1,-16%,-7%,21µM*
COc1cc(CN(C)c2ccc(S(=O)(=O)N3CCCC3)cn2)ccc1OC(F)F,-10%,5%,?
Cc1c(C(=O)NCCN2CCCC(O)C2)oc2c(F)cccc12 (stereo unspecified),3%,-15%,-2%
Cc1occc1C(=O)Nc1cccc(S(=O)(=O)N2CCOCC2)c1,/,7%,-10%
CCC1(CC)C(=O)Nc2ccccc21,/,1%,17%
CCN(CC(=O)Nc1ccc(OC)cc1)C(=O)CN1C(=O)NC(C)(c2ccc3ccccc3c2)C1=O (stereo unspecified),-9%,-24%,?
O=C(Nc1ncccn1)C1c2ccccc2Oc2ccccc21,27%,6%,1%
CCOC(=O)C1CCCN(C(=O)c2ccc3nc(-c4ccc(OC)c(OC)c4)c(-c4ccc(OC)c(OC)c4)nc3c2)C1 (stereo unspecified),-13%,-14%,29µM*
CC(NC(=O)c1ccc(Cl)s1)C1CCCO1 (stereo unspecified),-10%,-13%,1%
CC(C)OC(=O)CSc1nnc2c(n1)[nH]c1ccc(F)cc12,-21%,1%,-8%
O=C(O)c1cc(N/N=C/c2ccc(N3CCOCC3)cc2)ccc1Cl,-8%,11%,-4%
O=C(NCc1ccc(F)cc1)c1cnc(N2CCOCC2)c2ccccc12,/,15%,?
O=C(N/N=C/c1ccccn1)c1ccc(NC(=O)c2ccccc2Cl)cc1,-24%,0%,-27%
O=C(Nc1sc2c(c1C(=O)O)CCCC2)c1ccc(F)cc1,-13%,-14%,-22%
CC(=O)Nc1ccc(C(=O)N/N=C/C2CC3C=CC2C3)cc1 (stereo unspecified),-2%,-2%,-1%
CCOc1ccc(N(C(C)C(=O)N/N=C(\C)c2cccc(NC(=O)c3ccccc3)c2)S(C)(=O)=O)cc1 (stereo unspecified),-1%,9%,18µM*
O=C1COc2ccc(C(=O)COC(=O)Cc3ccc(F)cc3)cc2N1,-3%,0%,-1%
O=C(Cn1cc2c(n1)CCCC2)N1CCCC1,-22%,-6%,4%
COCC(C)NC(=S)NCCc1ccc(Cl)cc1Cl (stereo unspecified),0%,-6%,-27%

# 6 of these compounds in another layout.
# The line under a structure holds: N370S GC	FEN1 inh	TDP1 cell CPT
> CCOC(=O)C1CCCN(C(=O)c2ccc3nc(-c4ccc(OC)c(OC)c4)c(-c4ccc(OC)c(OC)c4)nc3c2)C1 (stereo unspecified)
 : -13%	-14%	29µM*
> CC(NC(=O)c1ccc(Cl)s1)C1CCCO1 (stereo unspecified)
 : -10%	-13%	1%
> CC(C)OC(=O)CSc1nnc2c(n1)[nH]c1ccc(F)cc12
 : -21%	1%	-8%
> O=C(O)c1cc(N/N=C/c2ccc(N3CCOCC3)cc2)ccc1Cl
 : -8%	11%	-4%
> O=C(NCc1ccc(F)cc1)c1cnc(N2CCOCC2)c2ccccc12
 : /	15%	?
> O=C(N/N=C/c1ccccn1)c1ccc(NC(=O)c2ccccc2Cl)cc1
 : -24%	0%	-27%
